Compound activity: PubChem BioAssay, NMMLSC
QS inhibitor = inhibitors of bacterial quorum sensing in S. aureus. hit rate 0.3% among 24,000. S. aureus RN6390 RNAIII-GFP reporter, AIP-induced, flow cytometry 3 h. inhibition, % at 2 µM;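 active means share of bacteria positive for the green fluorescent reporter and its mean brightness both inhibited by 50% or more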;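 further: 0% = AIP-stimulated control and 100% = unstimulated bacteria without AIP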
QS inhibitor GFP MFI % = recorded beside QS inhibitor, whose call it bears; inhibition, %; measured here: inhibition of GFP MFI
Active calls of the source: *. A portion of the library. The share of hits here may be higher or lower than overall.

A first look (two entries):
SMILES | QS inhibitor | QS inhibitor GFP MFI %
COc1ccc(-c2c(C)nn3c(N4CCC(C(=O)NCCN(C)C)CC4)cc(C)nc23)cc1OC | -1 | -1
O=C(c1noc2c1CCCC2)N1CCN(c2ccccc2)CC1 | -1 | -12

Results, from the start:
SMILES | QS inhibitor | QS inhibitor GFP MFI %
COc1ccc(-c2c(C)nn3c(N4CCC(C(=O)NCCN(C)C)CC4)cc(C)nc23)cc1OC | -1 | -1
O=C(c1noc2c1CCCC2)N1CCN(c2ccccc2)CC1 | -1 | -12
Cc1cc(C)n(-c2nnc(C)n2N)n1 | -2 | -17
Cc1nc(=S)n(-c2ccccc2)[nH]1 | 0 | 2
CCOc1ccc(NC(=O)CN2CCN(CC(=O)Nc3cccc(F)c3)CC2)cc1 | -1 | -25
COc1ccc(OCc2nnc3n2N=C(c2ccc(C)cc2)CS3)cc1 | 0 | -9
COC(=O)c1sc(N)c(C(=O)OC)c1COC(=O)C1CC(=O)N(Cc2ccco2)C1 (stereo unspecified) | -8 | -8
COc1ccc(C(C(C(=O)c2ccco2)N2CCOCC2)N2CCOCC2)cc1 (stereo unspecified) | -1 | -25
CC(C)CC(NS(=O)(=O)c1ccc2c(c1)oc(=O)n2C)C(=O)NCc1cccnc1 (stereo unspecified) | -3 | -6
COc1ccccc1NC(=O)CCN1C(=O)C2CC=C(Cl)CC2C1=O (stereo unspecified) | 3 | 13
CCOc1ccc(OCC)c(NC(=O)CN(C)S(=O)(=O)c2cccc3nsnc23)c1 | 0 | 6
O=C(O)CC1=C(O)C(=O)N(c2ccccc2)C1c1ccccc1 (stereo unspecified) | -7 | -25
CCOC(=O)c1cccc(NC(=O)Cn2cnc3c2c(=O)n(C)c(=O)n3C)c1 | 0 | 1
CCOC(=O)N1CCN(c2c(Nc3cc(C)[nH]n3)c(=O)c2=O)CC1 | -1 | -5
CC(C)CSc1nnc2[nH]c(=O)cc(N)n12 | 2 | 8
Cc1cnnc2c1-c1nonc1CC2 | -1 | 1
Cc1cc(N2CCN(C)CC2)nc2ccc(NC(=O)c3ccc4c(c3)OCO4)cc12 | -7 | -5
COc1ccc(NC(=O)Nc2cccc(C)n2)cc1 | -9 | -15
CCS(=O)(=O)c1nc2ccccc2n1CC(=O)N1CCCCC1 | -3 | -26
Cc1cccc(N2C(=O)CC(N3CCN(c4cccc(C(F)(F)F)c4)CC3)C2=O)c1 (stereo unspecified) | -4 | -4
O=c1[nH]c2ccc(S(=O)(=O)N3CCN(C4CCCCC4)CC3)cc2[nH]c1=O | -6 | -8
CCOC(=O)c1cccnc1SC(CC)C(=O)N1CCOCC1 (stereo unspecified) | 3 | 13
CCn1cc(-c2cc(C(F)(F)F)n3nc(C(=O)O)cc3n2)c(C)n1 | -5 | -16
COc1cccc(NS(=O)(=O)c2ccc3[nH]cc(C(=O)NCCCOC(C)C)c(=O)c3c2)c1 | 6 | 28

2 records drawn at random from the list so far:
SMILES | QS inhibitor | QS inhibitor GFP MFI %
Cc1cc(C)n(-c2nnc(C)n2N)n1 | -2 | -17
Cc1cccc(N2C(=O)CC(N3CCN(c4cccc(C(F)(F)F)c4)CC3)C2=O)c1 (stereo unspecified) | -4 | -4

Next part.
SMILES | QS inhibitor | QS inhibitor GFP MFI %
CC(C)n1c(SCc2ccccc2F)nc2c1c(=O)n(C)c(=O)n2C | 1 | 12
COC(=O)c1sc(N)c(C(=O)OC)c1CSc1nc2sc3c(c2c(=O)n1C)CCC3 | 2 | 13
C#CCN1C(=O)C(O)(CC(=O)c2ccc3c(c2)OCCO3)c2ccccc21 (stereo unspecified) | 0 | -7
COc1ccc(OC)c2[nH]c(=O)c(CCNC(=O)c3ccc(Br)o3)cc12 | 1 | -21
c1ccc(-c2nnc(-c3ccco3)n2-c2ccccc2)cc1 | 1 | 3
O=C(CSc1nnc(CNC(=O)c2ccccc2F)o1)c1ccc(Cl)cc1 | 2 | 4
O=C(NCCN1CCOCC1)c1ccc2c(c1)ncn2C1CCCC1 | 0 | 0
O=C(NCC(c1cccnc1)N1CCN(c2ccccc2F)CC1)c1ccccc1 (stereo unspecified) | 14 | 19
O=C(CSc1nnc(Cc2cccs2)n1Cc1ccco1)Nc1cccc(Cl)c1 | 20 | 28
CC(=O)c1ccc(OCC(O)CN2CC(C)OC(C)C2)cc1 (stereo unspecified) | 1 | 16
CCOC(=O)N1CCC(NC(=O)c2ccc3snnc3c2)CC1 | 0 | 12
CCN(Cc1ccccc1)S(=O)(=O)c1ccc(S(=O)(=O)N2CCN(CCC#N)CC2)cc1 | 1 | 16
Cc1cc(C)n2nc(SCc3nc4ccccc4[nH]3)nc2n1 | 0 | 1
CCOc1ccccc1-n1c(SCC(=O)NCc2ccco2)nnc1-c1ccncc1 | -4 | -22
CC1Cc2ccccc2N1C(=O)CSCC(=O)O (stereo unspecified) | -2 | -5
CCn1c2ccccc2c2cc(NC(=O)Cc3ccc(S(=O)(=O)N4CCOCC4)s3)ccc21 | 17 | 21
CC1CCCCC1NC(=O)c1nnc(Cc2ccc(Cl)cc2)o1 (stereo unspecified) | 2 | 2
CCCCn1c(CN2CCN(c3cccc(Cl)c3)CC2)nc2c1c(=O)n(C)c(=O)n2C | 0 | 5
CCN(CC)C(=O)Cn1c(=O)n(Cc2ccccc2Cl)c2c1c(=O)n(C)c(=O)n2C | -1 | -10
Cc1cc(Nc2ccccc2)n(-c2ccccc2)n1 | -1 | 1
NC(=O)c1ccccc1NC(=O)CCCN1C(=O)CCC1=O | 0 | 6
NC(=O)c1nsnc1-c1ccccc1O | -1 | -18
CC(C)OC(=O)c1cccnc1SCc1cc(=O)n2ccccc2n1 | 0 | 33
NC(=O)c1cc(-c2ccccc2)nc(Oc2ccccc2)n1 | 0 | -8
O=C(CCS(=O)(=O)c1cc(Br)cc2c1N(C(=O)C1CC1)CC2)NCC1CCCO1 (stereo unspecified) | -1 | -4
O=C(c1ccc(CNS(=O)(=O)c2cccc(C(F)(F)F)c2)cc1)N1CCOCC1 | -1 | -5
COc1ccc(N2CCN(C(CNC(=O)c3cccc(Cl)c3)c3cccnc3)CC2)cc1 (stereo unspecified) | 7 | 22
CCCCC(CC)CNC(=O)CN(C)S(=O)(=O)c1cccc2nsnc12 (stereo unspecified) | 7 | 38
COc1ccc(OC)c(NC(=O)[C@H]2CC=CC[C@H]2C(=O)O)c1 | 0 | 10
COc1ccc(OC)c(S(=O)(=O)n2nnc3cc(Cl)ccc32)c1 | -2 | -3
FC(F)(F)c1ccc(N2CCOCC2)c(Nc2nc3ccccc3n3cnnc23)c1 | 2 | 14
COc1cccc(C(=O)Nc2ccc(C)cc2)c1 | 5 | 37
N#Cc1ccccc1CSc1nc2ncc(Br)cc2[nH]1 | -15 | -54
COC(=O)c1ccccc1NS(=O)(=O)c1ccc2c3c(cccc13)C(=O)N2 | 17 | 21
O=C(Nc1ccc2c(c1)OCO2)C1CCCN(S(=O)(=O)c2cccs2)C1 (stereo unspecified) | -1 | -23
CCOC(=O)C1CCN(C(=O)c2oc3ccc(S(=O)(=O)N4CCCCCC4)cc3c2C)CC1 | 5 | 10

The final 2 records of the section before come first, to join the parts.
SMILES | QS inhibitor | QS inhibitor GFP MFI %
O=C(Nc1ccc2c(c1)OCO2)C1CCCN(S(=O)(=O)c2cccs2)C1 (stereo unspecified) | -1 | -23
CCOC(=O)C1CCN(C(=O)c2oc3ccc(S(=O)(=O)N4CCCCCC4)cc3c2C)CC1 | 5 | 10
COC(=O)c1ccccc1NC(=O)c1cc(-c2cccs2)on1 | 14 | 33
CCOC(=O)COc1ccc(S(=O)(=O)N2CCc3ccccc3C2)cc1 | 0 | 4
O=C(c1ccco1)N(Cc1cc2ccccc2[nH]c1=O)C1CCCCC1 | -2 | -11
CCOC(=O)N1CCC(NC(=O)c2csc3c2CCCC3)CC1 | 2 | 37
O=C(CCn1c(=O)c2ccccc2n(CC(=O)NCCC2=CCCCC2)c1=O)NCc1ccco1 | 0 | 6
Cc1cc(C)cc(Nc2cc(=O)n(C3CCCCC3)c(=O)[nH]2)c1 | 0 | 5
CCOC(=O)/C(C#N)=C1\Nc2ccccc2N=C1N(CC(C)C)CC(C)C | 3 | 10
CCCNC(=O)CS(=O)Cc1nc(-c2ccc(OC)cc2)oc1C (stereo unspecified) | 0 | -2
CCOC(=O)C1CCCN(c2c(NCc3ccco3)c(=O)c2=O)C1 (stereo unspecified) | 0 | 37
CCOC(=O)c1ccc(NC(=O)Nc2ccc3c4c(cccc24)C(=O)N3CC)cc1 | 0 | 4
O=C(CCSCCc1ccccn1)Nc1ccccn1 | -3 | -15
COc1cc(C(=O)Nc2ccc(-n3cnnn3)c(C)c2)cc(OC)c1OC | 36 | 33

Some of the entries so far, as tab-separated lines.
compound	QS inhibitor	QS inhibitor GFP MFI %
O=C(CCn1c(=O)c2ccccc2n(CC(=O)NCCC2=CCCCC2)c1=O)NCc1ccco1	0	6
Cc1cc(C)cc(Nc2cc(=O)n(C3CCCCC3)c(=O)[nH]2)c1	0	5
CCOC(=O)/C(C#N)=C1\Nc2ccccc2N=C1N(CC(C)C)CC(C)C	3	10
CCCNC(=O)CS(=O)Cc1nc(-c2ccc(OC)cc2)oc1C (stereo unspecified)	0	-2
CCOC(=O)C1CCCN(c2c(NCc3ccco3)c(=O)c2=O)C1 (stereo unspecified)	0	37
CCOC(=O)c1ccc(NC(=O)Nc2ccc3c4c(cccc24)C(=O)N3CC)cc1	0	4
O=C(CCSCCc1ccccn1)Nc1ccccn1	-3	-15

Continuation:
SMILES | QS inhibitor | QS inhibitor GFP MFI %
COC(=O)c1oc2ccc(Br)cc2c1NC(=O)CN1CCN(C)CC1 | -3 | -1
O=C(CN1C(=O)c2cccc3cccc1c23)NCC1CCCO1 (stereo unspecified) | 1 | 10
O=C(CN1C(=O)COc2ccccc21)N1CCN(c2ccccc2F)CC1 | -3 | -6
O=C(NCc1ccccc1Cl)C1CCCN(S(=O)(=O)c2cnc[nH]2)C1 (stereo unspecified) | -1 | -10
CCOC(=O)CSc1n[nH]c(-c2ccco2)n1 | 0 | 4
COc1ccc(-n2c(Cc3cc(=O)[nH]c(=O)[nH]3)nnc2SCc2ccccc2)cc1 | -2 | -23
Cc1nnc(NC(=O)Nc2cccc(Cl)c2)s1 | -1 | -6
COC(=O)c1cn(C(=O)OC)c2ccccc12 | -1 | 3
Cc1nn(C(=O)c2cccnc2)c(C)c1C | -6 | -7
COc1ccc(OCC(O)Cn2c(Br)nc3c2c(=O)[nH]c(=O)n3C)cc1 (stereo unspecified) | 0 | 4
Cc1sc(NC(=O)c2ccco2)c(C(c2ccncc2)N2CCOCC2)c1C (stereo unspecified) | -3 | -11
COCCNC(=O)CN1C(=O)COc2ccc(Cl)cc21 | -1 | 1
O=C(CN1CCOc2ccccc21)NCc1ccco1 | -6 | -21
CCOc1ccc(NC(=O)N2CC=C(n3c(=O)[nH]c4ccccc43)CC2)cc1 | 9 | 16
Cc1cc(C(=O)CSCCCn2c(=O)[nH]c3ccccc32)c(C)n1C | 2 | 17
O=C(C1CC1)N1CCc2cc(S(=O)(=O)NC3CCN(Cc4ccccc4)CC3)ccc21 | 2 | 9
CC(=O)c1c(C)nc2nonc2c1N | -2 | -8
COC(=O)CCC(=O)Nc1cccc(Cl)c1 | -2 | -2
O=S(NCc1ccco1)C12CC3CC(CC(C3)C1)C2 (stereo unspecified) | -2 | 0
O=C(C1CCCCC1)N1CCC(c2nc3c(nnn3Cc3c(F)cccc3Cl)c(=O)[nH]2)CC1 | -2 | -7
COc1ccc(-c2nc(CSCC(=O)N3CCc4ccccc43)c(C)o2)cc1OC | 12 | 38
CCOC(=O)C1CCN(C(=O)C2CCN(S(=O)(=O)c3c(C)noc3C)CC2)CC1 | -2 | -40
O=C1CC(c2ccccc2)CC(O)=C1C=NCCCN1CCOCC1 (stereo unspecified) | -1 | 1
COCCCn1c2nc3ccccc3nc2c2c(=O)n(-c3ccccc3OC)cnc21 | 1 | 4
COc1cccc(Oc2cn[nH]c2-c2ccc(O)cc2O)c1 | 4 | 9
CCCCn1c(SCC(=O)N2CC(=O)Nc3ccccc32)nnc1-c1ccoc1C | -1 | -1
CCOC(=O)C1CCCN(c2c(NCCCN3CCCC(C)C3)c(=O)c2=O)C1 (stereo unspecified) | -2 | -6
Cc1ccccc1-n1c(Cn2c(=O)sc3ccccc32)nnc1SCC(=O)Nc1nccs1 | 0 | 0
O=C(Cn1cnc2c(cnn2-c2ccc(F)cc2)c1=O)OCc1ccccc1 | -1 | -5
CN(C1CCCCC1)S(=O)(=O)c1ccc(S(=O)(=O)N2CCCC2)cc1 | -1 | 7
CC(=O)Nc1ccc(S(=O)(=O)Nc2nc3n(n2)C(c2ccccc2)CC(=O)N3)cc1 (stereo unspecified) | 0 | 6
COc1ccc(CCNC(=O)C2CCN(S(=O)(=O)c3cc(OC)ccc3OC)CC2)cc1 | 4 | 11
CCOc1ccc(Nc2cc(C)nc3nc(C)nn23)cc1 | -2 | 2
CC1Cc2ccccc2N1C(=O)c1cnsn1 (stereo unspecified) | 1 | 9
COc1ccc(NC(=O)CCNS(=O)(=O)c2ccc3c(c2)c(=O)n(C)c(=O)n3C)cc1 | -6 | -13
CCOc1ccc(NS(=O)(=O)c2ccc3[nH]cc(C(=O)NCC4CCCO4)c(=O)c3c2)cc1 (stereo unspecified) | 1 | 13
CC(=O)c1c(C)[nH]c(C(=O)N2c3ccccc3CC2C)c1C (stereo unspecified) | -2 | -10
N#CCSc1nnc2sc3ccccc3n12 | 1 | 9
CCC1(C)Cc2c(C#N)c(N)n(N)c(=S)c2CO1 (stereo unspecified) | 1 | 12
C=CCNC(=O)CCCCCNS(=O)(=O)c1ccc(OC)cc1 | -1 | -6
CCc1cccc(NC(=O)c2ccc(NS(=O)(=O)c3c(C)noc3C)cc2)c1 | 4 | 22
Cc1nn(C)c(C)c1S(=O)(=O)N1CCCC(C(=O)NCC2COc3ccccc3O2)C1 (stereo unspecified) | -2 | -6
COC(=O)c1c(-c2ccco2)csc1NC(=O)C1CC=CCC1C(=O)O (stereo unspecified) | 16 | 57
CCOC(=O)c1sc(NC(=O)C2CC=CCC2C(=O)O)nc1C (stereo unspecified) | -1 | -5
CC(C)c1ccc(NC(=O)C(c2ccc3c(c2)OCO3)N2CCC3(CC2)OCCO3)cc1 (stereo unspecified) | -4 | -24
